Screening results: PubChem, National Center for Advancing Translational Sciences (NCATS)
IkB sig inh – suppresses IkB signaling in ABC-DLBCL reporter cells | 0.04% of 110,000 active | AID 445 | Potency, µM (series often up to 57.1 µM), inactives show top-dose IkBa stabilization activation | ABC-DLBCL IkBa-CBG/CBR dual luciferase ratio, 4 h; response scale: scaled: untreated 0%, proteasome inhibitor 100%; active = well fitted curve in the direction sought with a large enough effect in the signal ratio, not every such curve was filed as active; inconclusive = small, poorly fitted or top-dose-only effect, or a change in a side signal; the % refers to the signal ratio;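 note: the direction sought is a rising ratio; 0% = basal untreated cells and 100% = reference inhibitor full response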
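Curves were fitted separately to fusion (green), unfused (red) and ratio luminescence, then classed by r2, magnitude and activity. Cells: OCI-Ly3, 4 h compound plus doxycycline at 37C; 10 uM MG-132 defined full response.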
p53ts 32C tox – cytotoxicity in p53ts cells at permissive temperature. H1299-p53A138V at 32C, ATP luminescence viability, 24 h. Potency, µM (titrated, usually from 46.1 µM), for the others: at the highest dose activity change, negative = cytotoxicity, usual class: cytotoxic. 0.93% of 130,000 active. AID 924;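 note: 0% = DMSO and -100% = full killing by reference compound; nearly all actives have a fitted effect of over 55% in size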
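Cells: H1299 p53ts (A138V), 600/well, pre-incubated 16–30 h at 37C. Cpd up to 46 uM, 24 h, 32C. Readout: ATPlite luminescence, 20 min RT. Normalization: DMSO vs tamoxifen 100 uM. AC50 by Hill equation.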
p53ts 39C kill – cytotoxicity in p53ts cells at nonpermissive temperature | H1299-p53A138V viability at 39C, ATP luminescence, 24 h | 1.5% of 130,000 active | AID 902 | Potency, µM (top dose mostly 46.1 µM), without a hit: top-dose activity change, negative = cell killing, actives largely listed as cytotoxic; note: nearly all actives have a fitted effect of over 55% in size
Imprint erasure – inducers of genomic imprint erasure in mouse ES cells | mouse ES Peg3-LacZ reporter, beta-gal luminescence, 40 h | Potency, µM (series often up to 60.7 µM), without a hit: at the top dose activity change, positive = activation, usual class: activators | 0.02% of 110,000 active | AID 1948;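 note: 0% = negative control wells on the plate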
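Each well holds 300 Peg3LacZ-Neo (maternal) female ES cells incubated 40 h at 37C, 5% CO2. LacZ is measured by BetaGlo luminescence, with AC50 and maximum efficacy derived from dose-response curves.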
An asterisk follows results filed as active; ? = inconclusive; / = not tested or not shown; [ ] = another dose, or the depositor's remark. Unless noted, calls come from the whole dose curve; as a rule, active = well fitted curve in the direction sought with a large enough effect; inconclusive = small, poorly fitted or top-dose-only effect, or another doubt; inactive = no such curve, though single readings can be large; an effect the other way counts as inactive or inconclusive. Unless noted, % is set by controls: 0 for no effect and ±100 for the full control effect; potency is the fitted concentration of half-maximal effect.

#1 Cc1ccc(C)c(CN2CCCN(CC(=O)Nc3ccc(C)c(C)c3)S2(=O)=O)c1
#2 COc1ccccc1NC(=O)Cn1cnc2c1c(=O)n(C)c(=O)n2C
#3 COc1ccc(NC(=O)C(c2ccccc2)N(C)C(=O)/C=C\c2ccc3c(c2)OCO3)cc1 (centres undefined)
#4 CCc1ccc(NC(=O)c2cnc3c(-c4ccccc4)c(C)nn3c2C)cc1
#5 CCn1c(CC(=O)Nc2ccc(Cl)c(Cl)c2)nnc1SCc1ccc(Cl)cc1
assay / entry,1,2,3,4,5
Imprint erasure,-8.6%[10.9 µM],1.9%,3.2%[10.9 µM],-9.7%[10.9 µM],/
p53ts 39C kill,?,0.1%,12.5%,-18.2%,30.4%
p53ts 32C tox,-5.2%,5.9%,3.8%,-0.6%,2.8%
IkB sig inh,?,1.8%,0.2%,-1.8%,/

#6 COCc1cc(C)nc(N2CCCCC2)c1C#N
#7 O=c1[nH]c(-c2cccs2)nc2ccccc12
#8 O=c1c(-c2cccs2)nc2cnc(N3CCOCC3)nc2n1Cc1cccs1
#9 C=CCn1c(SCC(=O)c2cc(C)n(CC3CCCO3)c2C)nnc1-c1ccccc1 (centres undefined)
#10 O=C1c2ccccc2C(Cc2ccncc2)(Cc2ccncc2)c2ccccc21
assay / entry,6,7,8,9,10
Imprint erasure,/,-8.5%,?,-13.0%,-3.0%
p53ts 39C kill,4.9%,-24.8%,-5.0%,-10.0%,-6.9%
p53ts 32C tox,-7.8%,-19.6%,-0.4%,-6.3%,-3.9%
IkB sig inh,/,?,0.6%[11.4 µM],0.3%,0.7%

Shown bar-delimited: 9 of the compounds above
cpd | smiles | Imprint erasure | p53ts 39C kill | p53ts 32C tox | IkB sig inh
2 | COc1ccccc1NC(=O)Cn1cnc2c1c(=O)n(C)c(=O)n2C | 1.9% | 0.1% | 5.9% | 1.8%
3 | COc1ccc(NC(=O)C(c2ccccc2)N(C)C(=O)/C=C\c2ccc3c(c2)OCO3)cc1 (centres undefined) | 3.2%[10.9 µM] | 12.5% | 3.8% | 0.2%
4 | CCc1ccc(NC(=O)c2cnc3c(-c4ccccc4)c(C)nn3c2C)cc1 | -9.7%[10.9 µM] | -18.2% | -0.6% | -1.8%
5 | CCn1c(CC(=O)Nc2ccc(Cl)c(Cl)c2)nnc1SCc1ccc(Cl)cc1 | / | 30.4% | 2.8% | /
6 | COCc1cc(C)nc(N2CCCCC2)c1C#N | / | 4.9% | -7.8% | /
7 | O=c1[nH]c(-c2cccs2)nc2ccccc12 | -8.5% | -24.8% | -19.6% | ?
8 | O=c1c(-c2cccs2)nc2cnc(N3CCOCC3)nc2n1Cc1cccs1 | ? | -5.0% | -0.4% | 0.6%[11.4 µM]
9 | C=CCn1c(SCC(=O)c2cc(C)n(CC3CCCO3)c2C)nnc1-c1ccccc1 (centres undefined) | -13.0% | -10.0% | -6.3% | 0.3%
10 | O=C1c2ccccc2C(Cc2ccncc2)(Cc2ccncc2)c2ccccc21 | -3.0% | -6.9% | -3.9% | 0.7%

Further results follow:
#11 CCc1ccc(-n2nnc(-c3nc(-c4cccs4)no3)c2N)cc1
#12 COc1ccc(Cl)cc1NC(=O)c1cnc(N2CCCCC2)c2ccccc12
#13 CCOC(=O)C1=C[C@@]2(CC)CCCN3CCc4c(n1c1ccccc41)C32 (some centres undefined)
#14 Cc1ccc(C(=O)N2CCN(C3CCCCC3)CC2)s1
#15 N#CCCn1c(=O)c(CCc2ccccc2)nc2cnc(N3CCOCC3)nc21
assay / entry,11,12,13,14,15
Imprint erasure,-13.8%[10.9 µM],12.6%[10.9 µM],2.1%,/,/
p53ts 39C kill,-9.7%,-15.3%,9.4%,6.9%,5.0%
p53ts 32C tox,-5.2%,14.3%,6.1%,14.2%,5.5%
IkB sig inh,-2.8%,4.4%,/,/,-5.5%[11.4 µM]

#16 c1ccc(N=P(N2CCOCC2)(N2CCOCC2)N2CCOCC2)cc1
#17 O=C(CN1C(=O)C2CCCCN2C(=O)c2ccccc21)N1CCCc2ccccc21 (centres undefined)
#18 Cc1csc(NC(=O)c2cccc(Cn3nc(C)c(Br)c3C)c2)n1
#19 COc1ccccc1N1CCN(Cc2nnc(-c3ccccc3C)o2)CC1
#20 COC(=O)CSc1nnc(CNC(=O)c2cccc(C)c2)n1-c1ccccc1OC
assay / entry,16,17,18,19,20
Imprint erasure,-1.6%,-0.9%,-16.1%,-14.1%[10.9 µM],-1.3%
p53ts 39C kill,4.4%,-5.8%,5.9%,2.9%,6.3%
p53ts 32C tox,-3.3%,-5.0%,14.8%,12.9%,-2.8%
IkB sig inh,-0.4%,2.6%,?,?,8.3%

#21 Cc1cccc(NC(=O)c2cc3c(n(-c4ccccc4)c2=O)CCCC3=O)n1
#22 Cn1c(=O)c2c(nc(CN3CCN(c4ccccc4)CC3)n2CCN2CCOCC2)n(C)c1=O
#23 CCOCCOC(=O)C1=C(C)N(C)C(=O)NC1c1cc(Cl)c(O)c(OCC)c1 (centres undefined)
#24 O=C(Nc1ccccc1)N1CCn2c(nc3ccccc32)C1
#25 Cn1nnnc1SCC(=O)Nc1ccc(Oc2ccccc2)cc1
assay / entry,21,22,23,24,25
Imprint erasure,2.5%,-1.0%,0.0%,11.5%,-11.2%
p53ts 39C kill,9.7%,3.4%,16.6%,-9.1%,3.3%
p53ts 32C tox,8.4%,-0.5%,13.0%,0.6%,-4.7%
IkB sig inh,-1.1%,5.0%,0.4%,9.0%,?

#26 Nc1nc(-c2ccc3c(c2)OCCO3)cs1
#27 Cn1nnnc1SCCNCc1ccc(OCc2ccccc2)cc1
#28 Cc1cc(N2CCN(c3ccc(F)cc3)CC2)n2nc(-c3ccc(Cl)cc3)nc2n1
#29 C#CCn1cnc2c(cnn2-c2ccc(C)c(C)c2)c1=O
#30 O=c1c2sc3ccccc3c2n(Cc2ccc(F)cc2)c(=O)n1Cc1ccccc1
assay / entry,26,27,28,29,30
Imprint erasure,-12.8%,-10.3%[10.9 µM],17.6%[10.9 µM],-24.9%,10.4%[10.9 µM]
p53ts 39C kill,?,-11.4%,-23.8%,-2.4%,20.4%
p53ts 32C tox,?,-11.7%,-1.1%,-8.2%,10.6%
IkB sig inh,-1.2%,-0.9%,2.0%,-1.2%,2.2%

#31 [N-]=[N+]=Nc1ccc(C(=O)CSC[C@@H](NC(=O)CC[C@@H](N)C(=O)O)C(=O)NCC(=O)O)cc1
#32 CN(C)c1ccc(-c2cncnc2-n2ccnc2)cc1
#33 COc1ccc(CCNc2oc(-c3ccc(OC)c(OC)c3)nc2C#N)cc1
#34 COc1cccc(-c2ccc3ncnc(N4CCOCC4)c3c2)c1
#35 COc1ccc(S(=O)(=O)NCCc2sc3nc(-c4ccc(C)cc4)nn3c2C)cc1C
assay / entry,31,32,33,34,35
Imprint erasure,/,?,-22.6%,-3.7%,?
p53ts 39C kill,10.6%,-10.3%,9.8%,-5.3%,-6.3%
p53ts 32C tox,15.9%,2.7%,2.9%,-1.5%,5.1%
IkB sig inh,-2.7%,-1.6%[11.4 µM],?,-2.1%[11.4 µM],-1.9%

#36 Cc1ccc(CCNC(=O)c2nnc(Cc3cccc(F)c3)o2)cc1
#37 O=C(CSc1c2c(nc3ccc(Cl)cc13)CCCC2)NCc1ccccc1Cl
#38 CCC(Oc1ccccc1)C(=O)Nc1nnc(S(=O)(=O)Nc2ccccc2)s1 (centres undefined)
#39 Cc1ccc(NC(=O)N2CCCC2C(=O)Nc2ccc(-n3cnnn3)c(C)c2)cc1 (centres undefined)
#40 Cn1c2ccccc2c2c(C(=O)N3CCN(c4ccccc4)CC3)cn(C3CCCC3)c(=O)c21
assay / entry,36,37,38,39,40
Imprint erasure,-10.0%[10.9 µM],-11.7%[10.9 µM],-6.3%[10.9 µM],/,-17.3%
p53ts 39C kill,-4.9%,?,-10.2%,3.6%,2.0%
p53ts 32C tox,3.0%,-22.1%,5.3%,0.5%,7.2%
IkB sig inh,?,?,-2.3%,/,?

#41 Cc1cccc(C)c1NC(=O)c1cc(S(=O)(=O)N2CCc3ccccc3C2)ccc1F
#42 CC(=O)Nc1ccc(S(=O)(=O)Nc2ccc(-c3cn4c(C)csc4n3)cc2)cc1
#43 CCc1ccccc1N(CC)C(=O)c1cc2c(s1)-c1ccccc1SC2
#44 O=C(Nc1cccc(F)c1)C1CC(=O)N(c2ccc(Br)cc2)C1 (centres undefined)
#45 CCC(=O)n1nc(-c2ccco2)nc1N
assay / entry,41,42,43,44,45
Imprint erasure,1.8%[10.9 µM],5.4%[10.9 µM],-14.0%[10.9 µM],-7.1%,23.5%
p53ts 39C kill,-5.3%,-10.5%,?,-11.4%,1.5%
p53ts 32C tox,21.5%,10.6%,12.8%,-0.7%,0.2%
IkB sig inh,1.5%,0.9%,?,?,-0.6%

#46 CCCCN(C)CCNC(=O)Cn1ncc2c(=O)oc3ccc(C)cc3c21
#47 COC(=O)c1cc2ccsc2n1CC(=O)Nc1cc(Cl)ccc1OC
#48 Cc1cc(C)cc(-n2ccnc2SCC(=O)Nc2ccc(C)c(Cl)c2)c1
#49 O=C(NCCc1ccccc1)c1nn(-c2ccccc2F)nc1CO
#50 COc1cccc(Nc2ncc(C(=O)O)c3ccccc23)c1
assay / entry,46,47,48,49,50
Imprint erasure,-15.5%,-13.1%,-7.1%[10.9 µM],-10.3%[10.9 µM],-52.5%[inhibitor]
p53ts 39C kill,-1.2%,-10.7%,-6.3%,-12.9%,-7.1%
p53ts 32C tox,0.4%,-14.6%,5.4%,-4.9%,-2.6%
IkB sig inh,0.3%,5.2%,?,-1.7%,1.3%

#51 CN1CCN(CCCC(=O)c2ccc(F)cc2)CC1
#52 O=C(CSCc1ccco1)c1cccs1
#53 COc1ccc(CC(=O)N2CC(=O)Nc3ccc(F)cc3C2c2ccccc2)cc1 (centres undefined)
#54 CCOc1ccc(Cn2c(CNS(=O)(=O)c3c(C)cc(C)cc3C)nc3cccnc32)cc1
#55 Cc1ccc(Cl)cc1-n1c(=O)c2sc3ccccc3c2n(Cc2ccccc2)c1=O
assay / entry,51,52,53,54,55
Imprint erasure,-10.2%,-4.6%,-6.6%[10.9 µM],-7.4%[10.9 µM],-4.4%[10.9 µM]
p53ts 39C kill,4.4%,-5.7%,36.3%[activator],-28.6%,-1.7%
p53ts 32C tox,-7.0%,-4.9%,4.8%,-0.2%,-1.5%
IkB sig inh,2.2%,0.1%,-1.6%,?,0.4%

#56 COC(=O)c1ccc2c(=O)n3nc(Nc4ccc(F)cc4F)sc3nc2c1
#57 O=C(c1n[nH]c(=O)c2ccccc12)N1CCN(c2ccccc2)CC1
#58 COc1cc(-c2oc3ccc(C)cc3c(=O)c2O)cc(OC)c1OC
#59 C[C@@H]1C=C[C@](Cc2ccccc2)(C(=O)NCCN2CCOCC2)N1C(=O)c1ccccc1
#60 CCOc1ccccc1CNC(=O)C1CCN(c2nc3ccccc3o2)CC1
assay / entry,56,57,58,59,60
Imprint erasure,8.4%[10.9 µM],-2.2%,-9.8%[10.9 µM],-8.6%,-11.4%
p53ts 39C kill,-1.1%,-12.3%,?,-7.4%,8.2%
p53ts 32C tox,9.6%,-7.2%,-16.8%,0.5%,-1.8%
IkB sig inh,?,2.4%,1.0%,/,?

#61 CCO/C=C/C(O)(CNC(=O)COc1ccccc1F)C(F)(F)F (centres undefined)
#62 Cc1ccc(NC(=O)CCC(=O)N2Cc3ccccc3Oc3ncccc32)c(C)c1
#63 Cc1ccccc1-c1nc(SCC(=O)NCc2ccco2)c2c(=O)n(C)c(=O)n(C)c2n1
#64 CCCC(CCC(=O)Nc1ccc(C(=O)OC)cc1)C(=O)O (centres undefined)
#65 Cc1nc2ccccc2n1CC(O)Cn1c(C(F)(F)F)nc2ccccc21 (centres undefined)
#66 CCc1ccc(CNC(=O)c2cc(=O)[nH]c3ccc(S(=O)(=O)N4CCCCC4)cc23)cc1
assay / entry,61,62,63,64,65,66
Imprint erasure,8.5%,19.1%[10.9 µM],7.4%[10.9 µM],/,-7.1%,-10.6%[10.9 µM]
p53ts 39C kill,2.2%,-15.9%,-10.7%,5.4%,8.6%,5.7%
p53ts 32C tox,2.8%,10.3%,-4.6%,-0.9%,5.5%,4.3%
IkB sig inh,0.7%,1.3%,0.0%,/,-1.4%,-1.4%
